ALOX12 inh = Primary qHTS assay for inhibitors of human arachidonate 12S-lipoxygenase (ALOX12): Round 2. Polyunsaturated fatty acid lipoxygenase ALOX12 (Homo sapiens), P18054. purified 12hLO, xylenol orange hydroperoxide absorbance. Potency, µM (series often up to 108 µM), without a hit: top-dose activity change, negative = inhibition, most hits filed as inhibitors. 580,000 compounds, 1.1% hits. AID 1671190, 2021; further: potency means the concentration at half of the fitted maximal effect; on the % scale 0 is the no-effect control and ±100 the full control effect
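Hydroperoxide product was detected by ferrous iron/xylenol orange as the 573 to 405 nm absorbance ratio. Arachidonic acid at 40 uM (final) was turned over for 30 min at room temperature by 150 nM human 12hLO, pH 7.0 Hepes buffer, after 15 min compound preincubation.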
LDHA block = qHTS assay for inhibitors of human lactate dehydrogenase; L-lactate dehydrogenase A chain (Homo sapiens), P00338; purified LDHA, NADH/diaphorase-resazurin fluorescence; active compounds read low; activity change, % (values are at about 110 or 230 µM); 480,000 compounds, 0.15% hits; AID 1347041, 2019; in the data active means activity change below about -30%; inconclusive means mostly about -25% to -30%;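 further: plate controls were DMSO wells for no effect and wells without enzyme for full effect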
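Resorufin fluorescence (ex540/em590), read at 0 and 20 min after diaphorase/resazurin addition, reports the NADH left after a 5 min room-temperature reaction of 2 nM human LDH5 with 0.06 mM NADH and 0.2 mM pyruvate.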
ERG-DNA inh = qHTS for Small Molecule Inhibitors of the ERG Ets/DNA interaction; Potency, µM (doses to about 76.9 µM), without a hit: at the top dose FP activity, negative = inhibition, hits mostly inhibitors; 370,000 compounds, 0.028% hits; fluorescence polarization, His-ERG Ets domain / labelled DNA; Transcriptional regulator ERG (Homo sapiens), P11308; active means well fitted inhibition curve with a large enough effect in the polarisation, with a control signal flat; inconclusive means small, poorly fitted or top-dose-only effect, or effect the other way, or a change in a side signal; inactive means no such curve, though single readings can be large or run the other way; the % refers to the polarisation;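 further: polarization taken with two DNA probes labelled with fluorescein and Texas red; potency means the concentration at half of the fitted maximal effect; % of control where 0% means no effect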
Target sequence (P11308 whole entry, looked up, the tested form may be a part): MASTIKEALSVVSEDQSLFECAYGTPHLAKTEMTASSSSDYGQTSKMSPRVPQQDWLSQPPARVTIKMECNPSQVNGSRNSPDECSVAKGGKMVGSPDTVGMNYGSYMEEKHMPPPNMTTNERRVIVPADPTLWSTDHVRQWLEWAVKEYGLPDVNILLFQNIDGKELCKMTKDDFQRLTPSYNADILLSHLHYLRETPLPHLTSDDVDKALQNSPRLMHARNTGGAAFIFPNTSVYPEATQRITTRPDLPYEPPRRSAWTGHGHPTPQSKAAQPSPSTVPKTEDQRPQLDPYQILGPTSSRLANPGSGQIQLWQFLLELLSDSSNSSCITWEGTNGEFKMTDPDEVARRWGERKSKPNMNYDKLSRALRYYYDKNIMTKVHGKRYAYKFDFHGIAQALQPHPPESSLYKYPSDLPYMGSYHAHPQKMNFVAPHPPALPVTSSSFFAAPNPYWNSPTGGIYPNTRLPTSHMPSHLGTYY
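His-tagged ERG Ets domain (1 uM in the protein solution; 300mM KCl, 50mM Tris-HCl, 1mM EDTA, 1mM DTT, pH 7.5) received compound, then a probe mix of 5 nM fluorescein-DNA and 100nM Texas-615-DNA. Fluorescence polarization was read for both dyes.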
RGS4 inhibitor = Inhibitors of Regulator of G Protein Signaling (RGS) 4: qHTS | Regulator of G-protein signaling 4 (Homo sapiens), P49798 | Transcreener GDP fluorescence polarization, RGS4-accelerated GTP hydrolysis | Potency, µM (titrated, usually from 114 µM), for the others: at the highest dose activity change, negative = inhibition, usual class: inhibitors | 390,000 compounds, 0.039% hits | AID 504845, 2011; further: potency means the concentration at half of the fitted maximal effect; on the % scale 0 is the no-effect control and ±100 the full control effect; nearly all actives have a fitted effect of over 75% in size; some results filed as inactive show a strong effect at the top dose
Target sequence (P49798 whole entry, looked up): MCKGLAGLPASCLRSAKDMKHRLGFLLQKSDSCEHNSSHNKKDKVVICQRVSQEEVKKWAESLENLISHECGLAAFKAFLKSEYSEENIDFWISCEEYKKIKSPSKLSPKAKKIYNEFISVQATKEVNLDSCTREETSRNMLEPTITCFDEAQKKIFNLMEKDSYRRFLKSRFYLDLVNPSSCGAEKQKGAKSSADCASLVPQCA
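MLSMR compounds (23 nl, pin-transferred) preincubated 10 min at room temperature with a 500nM (2x) first reagent, then RGS4 at 900nM (2x) plus Transcreener GDP mix added; fluorescence polarization (620/688 nm) read before and after 90 min at 30 °C.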
D2 ag = HTS Assay for Allosteric Agonists of the Human D2 Dopamine Receptor: Primary Screen for Agonists | D(2) dopamine receptor (Homo sapiens), P14416 | HEK293 T-REx D2 cells, calcium flux agonist mode | activation, % at 2 µM | 340,000 compounds, 0.53% hits | AID 485358, 2010;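 active means activation over 3 SD above normal in the single-dose calcium agonist read, cut at about 30% in these data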; further: 0% is about no effect
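Agonism scored from kinetic calcium signal (1 read/sec, 180 s) following compound pin transfer, after a 10 s baseline. Cells: HEK293 Trex line expressing inducible D2 receptor coupled to calcium, dye-loaded after overnight culture at 30 C.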
GRP78 ERSR act = qHTS for Inducers of the Endoplasmic Reticulum Stress Response (ERSR) in Human Glioma: qHTS | U87-MG GRP78 promoter luciferase reporter, 16 h | Potency, µM, for inactives: at the top dose activation, usual class: activators | 420,000 compounds, 0.02% hits; further: potency means the concentration at half of the fitted maximal effect; series mostly up to about 76 µM; % of control where 0% means no effect; nearly all actives have a fitted effect of over 35% in size
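ERSR induction read as luciferase luminescence (Bright-Glo, 10 min at room temperature) in stably transfected human U87-MG glioma cells exposed to compounds for 16 h, using GRP78 as sensor.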
Vif-APOBEC3F blk = qHTS for Inhibitors of Vif-A3F Interactions: qHTS; HeLa A3F-eYFP + Vif (tagged APOBEC3F with the HIV-1 protein that degrades it), YFP fluorescence increase; Potency, µM (doses to about 46.1 µM), for inactives: top-dose activity, negative = active; 390,000 compounds, 0.2% hits; AID 602313, 2012; further: potency means the concentration at half of the fitted maximal effect; % of control where 0% means no effect; nearly all actives have a fitted effect of over 65% in size
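HeLa cells stably expressing Vif plus C-terminally eYFP-tagged A3F were seeded, incubated overnight at 37 deg C, dosed with compound, incubated overnight again at 37 deg C. Yellow fluorescence (Ex 488/Em 500-530) reported blocked Vif-mediated A3F-eYFP degradation.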
Vif-APOBEC3G blk = qHTS for Inhibitors of Vif-A3G Interactions: qHTS; DNA dC->dU-editing enzyme APOBEC-3G (Homo sapiens), Q9HC16; HeLa A3G-eYFP + Vif (tagged APOBEC3G with the HIV-1 protein that degrades it), YFP fluorescence, overnight; Potency, µM (series often up to 46.1 µM), for the others: at the top dose activity, negative = active, usual class: inhibitors; 410,000 compounds, 0.076% hits; AID 602310, 2012;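 further: potency means the concentration at half of the fitted maximal effect; on the % scale 0 is the no-effect control and ±100 the full control effect; nearly all actives have a fitted effect of over 60% in size; hits raise eYFP signal because A3G escapes Vif-driven loss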
Target sequence (Q9HC16 whole entry, looked up): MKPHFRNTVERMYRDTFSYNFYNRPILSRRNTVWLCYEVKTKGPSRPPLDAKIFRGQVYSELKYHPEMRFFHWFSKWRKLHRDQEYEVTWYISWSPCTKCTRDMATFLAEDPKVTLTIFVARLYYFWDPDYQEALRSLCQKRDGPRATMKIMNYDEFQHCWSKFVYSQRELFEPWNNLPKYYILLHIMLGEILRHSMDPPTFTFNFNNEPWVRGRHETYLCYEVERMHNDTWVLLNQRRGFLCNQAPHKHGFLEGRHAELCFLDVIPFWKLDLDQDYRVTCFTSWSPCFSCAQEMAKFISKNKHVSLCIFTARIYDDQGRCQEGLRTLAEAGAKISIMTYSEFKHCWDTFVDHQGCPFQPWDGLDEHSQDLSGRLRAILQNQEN
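HeLa cells stably expressing Vif and C-terminally eYFP-tagged A3G, seeded overnight at 37 deg C, then exposed to compound by pintool overnight at 37 deg C. Rise in yellow fluorescence (Ex 488/Em 500-530, Acumen) marks blocked Vif-driven A3G degradation.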
D2 antag = HTS Assay for Allosteric Antagonists of the Human D2 Dopamine Receptor: Primary Screen for Antagonists; D(2) dopamine receptor (Homo sapiens), P14416; HEK293 TREx D2 cells, calcium flux, dopamine EC80; inhibition, % at 10 µM; 340,000 compounds, 2% hits; AID 485344, 2010; in the data active means inhibition above about 30%; further: 0% is about no effect
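Compounds are added to dye-loaded, induced HEK293 T-REx cells coupled to calcium release via D2; after a 3 min kinetic read an EC80 dopamine stimulus is given and fluorescence is recorded for 3 more min.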
An asterisk follows results filed as active; ? = inconclusive; / = not tested or not shown; & = joins results of further samples; [ ] = remark or other dose. Unless noted, the call rests on the fitted dose curve; in most records, active means well fitted curve in the direction sought with a large enough effect; inconclusive means small, poorly fitted or top-dose-only effect, or another doubt; inactive means no such curve, though single readings can be large; an effect the other way counts as inactive or inconclusive. A portion of the library. The share of hits here may be higher or lower than overall.

compound,ALOX12 inh,LDHA block,ERG-DNA inh,RGS4 inhibitor,D2 ag,GRP78 ERSR act,Vif-APOBEC3F blk,Vif-APOBEC3G blk,D2 antag
COc1ccc(-c2cnc3c(c2)C(=O)N([C@H](C)CO)C[C@@H](C)[C@H](CN(C)Cc2ccccc2)O3)cc1,?,-9,/,/,/,-2%,-3%,-5%,/
COc1cccc(CN(C)C(=O)c2cc(S(=O)(=O)NCc3ccccc3)ccc2C)c1OC,4%,-2,7%,-11%,0.4,-5%,-32%,-4%,9
O=C(Nc1ccccc1C(F)(F)F)c1cccnc1,0%,-6,-6%,-8%,0.9,-4%,1%,-5%,-11
Cc1ccc(C(=O)Nc2nc(-c3ccccc3)ns2)cc1,-11%,1,2%,-15%,-0.1,0%,3%,0%,/
O=C(CCNS(=O)(=O)c1cccc2nonc12)Nc1ccc(F)cc1,-1%,1,0%,12%,0.3,0%,5%,-2%,/
O=C(CCC1N=C2c3ccccc3N=C(SCc3ccc(Cl)cc3)N2C1=O)NCc1cccs1 (stereo not given),-1%,-4,6%,-21%,-0.4,-2%,?,-2%,/
CC(C)C(C)NC(=O)CN1C(=O)NC(c2ccccc2)(c2ccccc2)C1=O (stereo not given),14%,0,-1%,-3%,-1.2,-6%,-2%,-9%,5
COC(=O)COc1ccc(S(=O)(=O)NCCC2=CCCCC2)cc1C,?,6,-14%,-28%,0.0,0%,-6%,1%,-3
CN(C)S(=O)(=O)n1cc(/C=C(\NC(=O)c2ccccc2)C(=O)N2CCCCC2)c2ccccc21,-19%,-1,/,/,/,-5%,-8%,-1%,/
Cc1ccc(Sc2c([N+](=O)[O-])ncn2C)cc1,2%,-12,-6%,26%,-0.9,6%,2%,-17%,-2
O=C1c2nc3cc(-c4ccco4)[nH]n3c(=O)c2CN1C1CCCCC1,0%,5,-2%,1%,-1.1,-6%,-4%,0%,-14
COc1ccc(-c2ccnc(-c3ccncc3)n2)cc1,?,-1,-25%,-7%,-0.3,-1%,8%,?,11
Cc1ccccc1C(=O)NC1CC2CCCC(C1)N2Cc1ccccc1Cl (stereo not given),-49%,-3,/,/,/,-2%,0%,0%,/
COc1ccc(OC)c(S(=O)(=O)NCc2ccccc2)c1,0%,-8,-4%,36%,-1.0,-2%,-2%,2%,-15
CCOc1ccccc1N1CCN(C(=O)NCc2ccc(C)cc2)CC1,20%,-3,1%,2%,-1.8,9%,13%,0%,30*
Cc1cccc(N=C2NC(=O)C(CO)(CO)S2)c1,0%,-3,5%,11%,0.4,-3%,-7%,-1%,-1
O=C(Nc1cccnc1)c1cccc(S(=O)(=O)N2CCCCC2)c1,-5%,-8,-4%,14%,0.6,-3%,0%,-3%,53*
CC1=C(C(=O)Nc2cccnc2)C(c2ccc(Cl)cc2)n2nc(-c3ccccc3)nc2N1 (stereo not given),0%,-2,-4%,-25%,1.3,2%,-8%,-18%,/
COc1ccc(C(=O)C[n+]2cc(Br)cc3ccccc32)cc1[N+](=O)[O-],?,-2,-5%,-32%,2.8,-5%,?,?,-4
CCN(CC)Cc1oc(-c2ccccc2)cc1C(=O)O,?,-5,0%,-37%,0.2,-1%,-21%,2%,16
COC(=O)[C@]1(C)N[C@H](CN(C)S(=O)(=O)c2ccc(-c3ccccc3)cc2)[C@@H]2C(=O)N(Cc3ccccc3)C(=O)[C@@H]21,-30%,3,13%,-25%,/,1%,7%,-1%,/
Cc1ccc(NC2Sc3ccccc3NC2=O)cc1 (stereo not given),7.1µM*,3,2%,?,1.0,-10%,?,-14%,-25
Cc1ccccc1CN1CCCC(C(=O)Nc2ccc(-c3ccn[nH]3)cc2)C1 (stereo not given),7%,-7,10%,18%,-0.1,-4%,2%,?,-4
COc1ccc(CSc2nc(O)cc(=O)n2CC(C)C)cc1F,-10%,-3,2%,-11%,0.7,6%,2%,2%,-23
O=C(/C=C/Nc1ccc(F)c(Cl)c1)c1ccccc1,?,-8,-8%,-2%,0.6,7%,?,-10%,-3
COc1cc2cnc(-c3ccccc3)c(-c3ccc(C#N)cc3)c2cc1OC,-23%,2,0%,2%,-0.8,-2%,1%,-3%,0
CCN(CC)CCNC(=O)C(C)c1nn(C)c(=O)c2ccccc12 (stereo not given),7%&-21%,-1&2,-1%,?,0.6,-3%,6%,0%,-8
O/N=C/c1cccc[n+]1CCCCCC[n+]1ccccc1/C=N/O,?,-3,-7%,9%,-0.1,-2%,-26%,2%,4
S=C(Nc1cccc2ccccc12)N1CCN(c2ncccn2)CC1,461%[activator],-1,3%,4%,14,1%,-8%,-4%,-19
O=C(O)c1nnn(-c2ccc(F)cc2F)c1-c1ccccc1,-7%,-8,-16%,3%,-0.3,-2%,7%,2%,7
FC(F)(F)c1nc2ncc(Cl)cc2[nH]1,-16%,-4,-1%,-1%,0.9,-6%,3%,-2%,-6
CCCC(=O)NC(=S)Nc1ccccc1OC,-1%,-6,-1%,-4%[56.9 µM],1.2,-3%,-8%,2%,-11
CNCc1ccccc1OCC(=O)Nc1ccccc1,23%,-1,1%,24%,0.3,?,-3%,0%,-12
COc1ccc(CNC(=O)c2cc(-c3ccc(Br)s3)nc3ccccc23)c(OC)c1,2%,-16,3%,-42%,0.7,-4%,6%,-2%,/
Cc1ccc(-n2c(SCC(=O)NCc3ccc(F)cc3)nc3c([nH]c4ccccc43)c2=O)cc1,?,-8,-4%,-12%,0.5,2%,9%,-2%,/
OCC[C@H]1C[C@@H](O)[C@H](O)[C@@]2(Cc3ccccc3CO2)O1,4%,-15,-2%,-20%,0.0,-5%,-4%,-3%,0
S=c1[nH]c2ccccc2c2ccccc12,?,-10&0,0%,?,0.6,-2%,0%,-6%,5
CC(C)C[C@H](NC(=O)Nc1cccc(C(F)(F)F)c1)C(=O)O,9%,-1,/,8%,0.7,-1%,-1%,0%,8
Cn1c(=O)[nH]c(=O)c2c1nc(OC(=O)c1ccccc1)n2CC(O)COc1ccc(F)cc1 (stereo not given),5%,-15,-5%,-11%,0.4,-4%,-5%,-5%,-3
Cc1ccc(NC(=O)N2C3CCCC2CC(NC(=O)C2CC2)C3)cc1 (stereo not given),2%,-7,5%,-10%,0.0,0%,8%,-5%,-41
COC/C=C/C1=CC2=CC(=O)C(C)(OC(=O)c3cnc4ccccc4n3)C(=O)C2=CN1CCCOC(C)C (stereo not given),-60%,40,-17%,-22%,-0.4,-2%,5%,-12%,-1
CC(NC(=O)/C(C#N)=C/c1ccc(OCC(=O)O)cc1)c1ccccc1 (stereo not given),123%[activator],-17,11%,9%,0.6,-5%,5%,1%,1
CCc1nn2c(=O)cc(COC(=O)c3ccccc3NC(=O)c3ccc(C(C)(C)C)cc3)nc2s1,-14%,-2,5%,-3%,-0.2,0%,-4%,5%,/
Cc1cc2nc(CCN3CCOCC3)n(S(=O)(=O)c3ccc(C(C)(C)C)cc3)c2cc1C,-2%,-3,-3%,14%,0.3,0%,-1%,0%,-31
O=C1C2CC=C(Cl)CC2C(=O)N1CCN1CCOCC1 (stereo not given),?,0,-6%,16%,-0.2,-4%,-1%,-3%,-10
CCc1nnc(NS(=O)(=O)c2ccc(Nc3ccc([N+](=O)[O-])c4nonc34)cc2)s1,-17%,1,32%[activator],-41%,1.6,-7%,-26%,-2%,-1
Cc1c(C(=O)OC(C)C)sc(NC(=O)C2CCCO2)c1C(=O)OC(C)C (stereo not given),-4%[57.4 µM],5,/,-25%,-1.4,-3%,1%,-1%,2
O=C1OC(C(=O)NCc2ccccc2)Cc2ccccc21 (stereo not given),-4%,0,-4%,-15%,0.3,0%,-6%,3%,-15
CNCc1cc(C)n(-c2cc(S(=O)(=O)N3CCOCC3)ccc2N2CCCC2)c1C,?,-11,/,/,/,-4%,-16%,2%,/
Cc1nc(N2CCOCC2)c2c(C)c(C(=O)Nc3ccccc3C(F)(F)F)sc2n1,0%,-5,-15%,-4%,-1.4,-3%,-6%,0%,-8
Cc1ccc(S(=O)(=O)N2CCOC2CNC(=O)C(=O)NCc2cccnc2)cc1 (stereo not given),32%[activator],2,-1%,20%,-0.3,-4%,-1%,-1%,10
